# RAD54 branch: inhibitors of human RAD54 branch migration, primary screen, biochemical, fluorescence, single point; actives 0.14% (n = 360,000); DNA repair and recombination protein RAD54-like (Homo sapiens), Q92698; inhibition, % at 10.4 µM; AID 602329, 2012; RAD54 Holliday junction branch migration, FAM/BHQ fluorescence;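 active = mean normalized replicate activity at least 40 and at least half of replicates scoring 40 or more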;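 note: 0% = median of neutral control wells and 100% = median of positive control wells; inhibitors cause a drop in the FAM fluorescence signal; in these data hits start at about 50%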
# DENV2 CPE rescue: inhibitors of DENV2 cytopathic effect, primary screen, cell-based, plate reader, single concentration; DENV2-infected cells, cytopathic effect rescue; CPE inhibition, % at 9.99 µM; actives 1.7% (n = 350,000); AID 651640, 2012; in the data active = CPE inhibition above about 20%, passing the limit was not always enough; tested in BHK-21 cells;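 note: 0% = median of neutral control wells and 100% = median of positive control wells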
# Casp6 inh: human caspase-6 inhibitors, primary screen, biochemical, VEID-R110 fluorescence, single point, set 2. AID 686996, 2013. purified caspase-6, Z-VEID-R110 cleavage fluorescence. actives 0.53% (n = 350,000). inhibition, % at 12.5 µM;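 active = mean inhibition across replicates at least about 35%, with every replicate also reaching that limit, limit read from the data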;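 note: 0% = median of neutral control wells and 100% = no fluorescence left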
# Target sequence (P55212 24-179 limits assumed): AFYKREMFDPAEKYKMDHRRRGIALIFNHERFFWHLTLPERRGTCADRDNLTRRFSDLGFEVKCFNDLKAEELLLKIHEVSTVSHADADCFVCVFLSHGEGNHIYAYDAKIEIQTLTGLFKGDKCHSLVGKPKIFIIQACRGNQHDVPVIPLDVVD
# Target sequence (P55212 194-293 limits assumed): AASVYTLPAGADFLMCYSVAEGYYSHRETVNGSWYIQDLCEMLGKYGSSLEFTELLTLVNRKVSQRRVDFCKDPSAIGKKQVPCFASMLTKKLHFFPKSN
# F508del corr: F508del CFTR correction, initial screen, CFBE line, single point; CFBE cells, YFP halide quenching; stimulated with forskolin plus potentiator P3; % fluorescence drop versus neutral controls; activity (quench increase), % at 7.58 µM; actives 0.36% (n = 350,000); AID 720511, 2013;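 active = mean added fluorescence quench of at least 8% versus neutral control, with both replicates also reaching 8%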;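 note: cells transiently co-express mutant CFTR-F508del with the halide-sensitive YFP; corrector assay measuring rescue of mutant channel to the surface after 24 h compound exposure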
# INS-1E GSIS act: GLuc luminescence reporter in INS-1E cells, primary screen for activators of glucose-dependent secretion of insulin. INS-1E GLuc reporter insulin secretion, 2-3 h. actives 0.61% (n = 370,000). activation, % at 16.6 µM;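 active = lowest replicate activation of at least 40%, so every replicate reaches that level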;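 note: 0% = median of neutral control wells and 100% = median of IBMX positive control wells; some compounds called inactive have numbers as strong as hits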
# RAD52 inh: RAD52 DNA annealing inhibitors, primary screen, biochemical, FRET, single point, set 2; recombinant RAD52 DNA annealing, FRET fluorescence; actives 0.46% (n = 360,000); DNA repair protein RAD52 homolog (Homo sapiens), P43351; inhibition, % at 18.7 µM;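 active = every replicate showing at least 50% inhibition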
# XiGFP reactiv: activators of inactive X chromosome reactivation, primary screen, imaging, XiGFP fibroblasts, GFP high-content imaging, set 2; AID 743238, 2013; actives 0.055% (n = 360,000); activation, % at 7.58 µM; XiGFP mouse fibroblasts, % GFP-positive cells imaging, 3 d; cells co-treated with 5-aza-dC sensitizer; scaled so ellipticine positive control = 100%;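 active = mean normalized replicate activation at least 10% and every replicate at or above 10%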;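 note: 0% = median of on-plate neutral control wells and 100% = ellipticine 6 µM median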
#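 System: 68-5-11 XiGFP fibroblast line | Buffer or medium: DMEM containing 5-aza-dC | Compound: Single point | Times: Compounds 3 days, fix/stain 15 min at room temperature | Benchmarks: Positive control ellipticine, 6 µM final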
# E-selectin induc: E-selectin induction in HUVECs, primary screen, imaging, HUVEC, immunofluorescence imaging, single point; actives 0.37% (n = 260,000); P16581; activation, % at 7.58 µM; normalized: neutral wells 0, TNF-alpha wells 100;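 active = mean E-selectin-positive cell signal at least 10% of the positive control, reached in at least 60% of replicates, without over 20% cell loss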;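 note: in these data hits start at about 27%; measured in HUVEC primary endothelial cells; signal is the percent of cells scored E-selectin positive by PE staining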
# Target sequence (P16581 whole entry, looked up): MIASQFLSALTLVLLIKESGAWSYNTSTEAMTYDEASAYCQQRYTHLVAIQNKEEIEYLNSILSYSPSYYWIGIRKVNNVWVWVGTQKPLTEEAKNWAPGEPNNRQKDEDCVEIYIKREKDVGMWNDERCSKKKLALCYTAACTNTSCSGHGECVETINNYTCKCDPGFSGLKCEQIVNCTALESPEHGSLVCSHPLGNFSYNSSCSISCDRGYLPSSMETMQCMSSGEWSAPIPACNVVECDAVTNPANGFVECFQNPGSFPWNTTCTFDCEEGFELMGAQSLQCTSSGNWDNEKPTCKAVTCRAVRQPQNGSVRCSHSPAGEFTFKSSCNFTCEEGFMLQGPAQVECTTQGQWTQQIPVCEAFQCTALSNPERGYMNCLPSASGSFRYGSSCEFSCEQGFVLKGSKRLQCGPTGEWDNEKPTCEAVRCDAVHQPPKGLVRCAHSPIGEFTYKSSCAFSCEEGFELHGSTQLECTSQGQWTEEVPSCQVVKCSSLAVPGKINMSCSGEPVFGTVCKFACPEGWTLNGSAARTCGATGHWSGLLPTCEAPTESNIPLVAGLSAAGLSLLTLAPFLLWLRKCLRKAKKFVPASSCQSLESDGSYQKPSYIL
#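 Assay system: HUVEC, human umbilical vein endothelial cells / Amount: 3,000 HUVEC/well / Controls: TNF-alpha positive control, DMSO neutral control / Compound dosing: single concentration / Medium: EGM-2 over gelatin coat / Evaluation: percent E-selectin-positive cells / Signal: immunofluorescence imaging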
# An asterisk follows results filed as active; nt = not tested or not shown; & = joins results of further samples.
SMILES,RAD54 branch,DENV2 CPE rescue,Casp6 inh,F508del corr,INS-1E GSIS act,RAD52 inh,XiGFP reactiv,E-selectin induc
C[C@@H]1CCCCO[C@@H](CN(C)C(=O)CCCN(C)C)[C@H](C)CN([C@@H](C)CO)C(=O)c2cc(NS(=O)(=O)c3ccc(Cl)cc3)ccc2O1,14.0,10.0,-1.0,1.5,3.9,36.9,0.1,0.2
COc1ccccc1NC(=O)N1CC[C@@H]2[C@H]1c1cc(-c3ccccc3)ccc1N(C)[C@H]2CO,10.5,2.8,0.9,-0.5,-36.7,20.2,0.0,0.5
CO[C@@H]1CN(C)C(=O)c2ccc(NC(=O)c3cc(C)on3)cc2OC[C@@H](C)N(S(=O)(=O)c2cccc(Cl)c2)C[C@H]1C,-3.5,-7.3,0.4,1.5,nt,-16.6,nt,nt
C[C@@H]1CCCCO[C@H](CN(C)C(=O)c2ccccc2)[C@H](C)CN([C@@H](C)CO)C(=O)c2cc(NS(=O)(=O)c3cccs3)ccc2O1,-0.8,9.5,3.4,0.2,-24.0,-17.8,0.1,nt
CCN(CC)S(=O)(=O)c1ccc(N2CCOCC2)c(NC(=O)c2cc([N+](=O)[O-])ccc2Cl)c1,nt,-3.7,-0.5,2.7,0.4,-30.3,0.4,nt
C[C@@H]1CN([C@H](C)CO)C(=O)CCCn2cc(nn2)CO[C@H]1CN(C)C(=O)c1ccccc1,-4.1&1.5,5.6&2.2,-1.4&1.0,-1.1&-2.0,0.5&8.3,10.5&-26.2,0.3&0.0,3.6
CC(=O)c1ccc(N2CCN(C(=O)c3cccs3)CC2)c(F)c1,-3.9,-2.8,2.5,0.5,-4.3,-20.8,0.0,nt
C=CC[C@@H](CC(=O)N[C@@H](CO)Cc1ccccc1)C(=O)NC[C@H](OC(=O)[C@@H](CC=C)Cc1ccc(F)cc1)c1ccccc1,-2.0,7.9,0.0,-1.3,0.3,0.8,0.0,1.5
CC(C)C[C@H](NC(=O)Nc1cccc(Br)c1)C(=O)O,-2.7,-15.2,-0.9,-0.7,-0.2,-26.3,0.0,nt
Cc1ccnc(NC(=O)c2cc3ccccc3o2)c1,13.8,3.3,-1.1,0.3,2.3,-18.9,0.4,-0.2
O=C(C[C@H]1C[C@@H]2c3cc(NC(=O)Nc4ccccc4)ccc3O[C@@H]2[C@@H](CO)O1)NC1CCCC1,-14.5,8.1,0.6,1.4,-0.7,1.0,0.1,0.0
C[C@H]1CN([C@@H](C)CO)C(=O)c2cc(C#Cc3cccnc3)cnc2O[C@@H]1CN(C)Cc1cccnc1,4.4,7.2,-0.5,2.6,-14.4,-2.2,-1.3,-0.3

# Limited to F508del corr, for two of the compounds above:
Compound | F508del corr
CC(C)C[C@H](NC(=O)Nc1cccc(Br)c1)C(=O)O | -0.7
CC(=O)c1ccc(N2CCN(C(=O)c3cccs3)CC2)c(F)c1 | 0.5

# Following part.
SMILES,RAD54 branch,DENV2 CPE rescue,Casp6 inh,F508del corr,INS-1E GSIS act,RAD52 inh,XiGFP reactiv,E-selectin induc
N#Cc1ccccc1S(=O)(=O)N1CCN(CC(=O)NC(=O)NC2CCCCC2)CC1,nt,-3.7,-0.5,1.5,-3.5,-9.4,-0.1,nt
CCOc1ccc(NC(=O)CSc2nc(-c3cccs3)cc(C(F)(F)F)n2)c([N+](=O)[O-])c1,nt,5.6,1.1,nt,7.5,-5.4,3.2,0.3
O=C(/C=C/c1ccc(Cl)cc1)N1CCN(c2ccccn2)CC1,nt,12.0,-1.0,0.9,1.8,-11.9,-0.1,nt
COc1ccc(C2=CSC3=NCCN23)cc1[N+](=O)[O-],2.0,-0.4,0.6,1.0,7.3,-7.0,0.2,nt
Cc1nc(SCc2ccc([N+](=O)[O-])cc2)n[nH]1,3.6,11.6,-3.2,0.8,2.5,8.5,0.5,0.1
CSc1nnc2sc3cc(C)ccc3n12,-8.3,-5.0,1.8,-1.2,11.5,-14.3,-0.2,nt
COc1ccc(S(=O)(=O)CC(=O)Nc2ccccc2Cl)cc1,9.0,-3.2,-0.2,-1.1,20.1,-11.3,0.0,0.3
CN1C(=O)c2cc(NC(=O)Cc3cccs3)ccc2OC[C@@H]2O[C@H](CC(=O)NCc3ccc(-c4ccccc4)cc3)CC[C@H]21,-6.7,1.7,nt,4.8,9.1,nt,0.1,0.1
Nc1cccc(OCCCCCOc2cccc(N)c2)c1,-3.6,8.7,-2.8,nt,nt,-9.6,0.0,nt
O=C(CN1CCC(NC(=O)Nc2ccc(F)cc2)CC1)Nc1ccccc1[N+](=O)[O-],8.6,12.4,1.5,-1.7,-12.1,6.1,0.0,nt
CC(C)NC(=O)N1[C@H](CO)[C@H]2c3ccccc3N(C(=O)Nc3ccc(F)cc3)C[C@H]21,11.7,27.0*,2.2,-3.1,6.0,1.1,0.3,0.0
O=C(O)[C@@H]1[C@@H](CO)[C@@H]2Cn3c(ccc(C4=CCCCC4)c3=O)[C@@H]2N1Cc1ccc2c(c1)OCO2,-0.3,6.8,1.2,0.6,-1.3,4.3,0.3,-0.2
Cn1cnnc1SCC(=O)c1cccc([N+](=O)[O-])c1,4.5,nt,nt,nt,4.3,nt,-0.2,0.9
CN=c1scc(-c2ccc(F)cc2)n1/N=C/c1ccc(O)c(O)c1,nt,3.0,20.7,-1.0,0.5,0.4,0.8,nt
CC(=C1C(=O)c2ccccc2C1=O)N1CCc2ccccc2C1,9.7,6.8,3.0,0.8,-11.7,-8.3,nt,nt
C[C@@H]1CN([C@@H](C)CO)C(=O)c2cc(NC(=O)CCN3CCOCC3)ccc2O[C@H]1CN(C)C(=O)Nc1cccc2ccccc12,-1.5,17.1,-6.1,1.4,-5.0,-0.8,0.0,-2.4
CCN(CC)Cc1c(NC(=O)c2ccccc2)sc(C)c1C,nt,5.1,-1.3,-2.0,0.0,-59.3,-0.1,-0.2
C[C@H]1CN([C@@H](C)CO)S(=O)(=O)c2ccc(C#CC3CC3)cc2O[C@H]1CN(C)C,-10.1,17.9,-2.4,-0.1,-2.5,27.8,-0.5,-0.3
O=C(Nc1cccnc1)c1ccc2c(c1)C(=O)N(CC1CCCO1)C2=O (stereo not drawn),nt,-1.9,-0.1,0.4,14.4,-7.6,0.0,nt
Cc1ccc(S(=O)(=O)CCc2nnc(NC(=O)COc3cccc(C)c3)s2)cc1,-1.2,-0.6,-2.7,0.3,2.7,-10.3,nt,nt
Cc1cccc(C)c1NC(=O)C1(C)CN(S(C)(=O)=O)CC(=O)N1CCOc1ccccc1 (stereo not drawn),nt,5.6,-0.7,1.0,nt,-15.5,0.7,1.0
Cc1ccc(SCC(=O)Nc2ccccc2N2CCOCC2)cc1,-4.2,0.8,-2.7,0.9,-15.8,3.1,0.0,nt
CO[C@H]1CN(C)C(=O)c2cc(NC(=O)c3ccc(F)cc3)ccc2OC[C@@H](C)NC[C@@H]1C,-4.2,nt,nt,0.1,11.2,nt,-0.1,0.0
O=C(O)/C=C/C(=O)c1ccc2c(c1)CCc1ccccc1-2,0.6,29.3*,27.5,-4.3,-1.0,-17.0,0.3,-0.4
COCCN1C(=O)CN(S(C)(=O)=O)CC1(C)C(=O)Nc1c(C)cccc1C (stereo not drawn),nt,-13.4,-0.8,1.0,8.9,-13.6,0.3,0.3
CCC(=O)N1CC(=O)N2[C@H](CO)[C@H](c3ccc(-c4ccccc4F)cc3)[C@H]2C1,nt,-5.3,nt,-1.9,3.4,-29.9,0.3,0.9
CC1C(=O)NN=C1c1ccc([N+](=O)[O-])cc1 (stereo not drawn),nt,-0.8,-2.4,1.8,nt,-5.5,0.0,0.9
COc1ccc(S(=O)(=O)N(C)C[C@H]2Oc3ccc(NS(=O)(=O)c4c(C)noc4C)cc3C(=O)N([C@H](C)CO)C[C@H]2C)cc1,-1.6,6.2,0.9,-0.6,-3.4,-35.5,-1.0,8.9
COc1ccc(CNC(=O)C[C@H]2C[C@@H]3c4cc(NS(=O)(=O)c5ccc(F)cc5)ccc4O[C@@H]3[C@@H](CO)O2)cc1,-3.2,-4.3,-1.0,-1.7,-20.9,-1.6,0.0,-0.4
COCCn1nc2cc(C(=O)NCC34CC5CC(CC(C5)C3)C4)ccc2c1OC,7.2,-7.0,1.0,-2.8,-3.0,-13.4,0.0,-0.1
CS(=O)(=O)N(CC(=O)N1CCN(Cc2ccccc2)CC1)c1ccccc1F,1.9,-6.4,-1.5,2.4,9.1,-11.1,0.1,0.0
C=CCN(C(=O)c1ccccc1)C1CCS(=O)(=O)C1 (stereo not drawn),0.4,-3.2,-1.6,2.6,2.9,-4.0,0.3,nt
CN(Cc1ccccc1)S(=O)(=O)c1ccc2[nH]c(=O)oc2c1,-7.2,-3.7,0.4,-1.3,1.5,0.6,0.0,-0.1
O=C(c1cccc(F)c1)N1CCCCN2[C@H](C1)[C@H](c1ccc(-c3cccnc3)cc1)[C@@H]2CO,-10.9,5.9,2.4,0.3,14.7,7.8,0.3,0.4
COc1ccc(C(=O)Nc2cc3c4c(c2)C(C)C(=O)N4CCC3)cc1OC (stereo not drawn),11.4,1.9,1.1,0.3,3.9,-11.3,0.1,-1.2
CCOC(=O)C1CCN(C(=O)c2cc3c(=O)n4ccccc4nc3n2C)CC1,nt,10.5,-1.6,nt,3.9,8.8,0.1,nt
COc1ccc([N+](=O)[O-])cc1N(CC(O)CN1CCCCC1)S(=O)(=O)c1ccc(C)cc1 (stereo not drawn),0.8,4.0,-8.1,nt,10.9,-3.2,0.0,nt
C[C@H](CO)N1C[C@H](C)[C@H](CN(C)C(=O)Nc2cc(F)ccc2F)Oc2cc(-c3cccc(F)c3)ccc2S1(=O)=O,-2.7,-4.8,-1.6,2.1,8.4,-0.5,-0.4,0.0
CSc1ccc(CN2C(=O)NC3(CCCCC3)C2=O)cc1,1.6,4.1,2.0,0.6,4.1,-0.7,0.0,nt
CCCCCCCCN1C(=O)[C@@H](CC(=O)N2CCN(C(=O)C3CC3)CC2)C[C@@]2(C(=O)OC)C1=C[C@H](C1CCCC1)O[C@@H]2C,nt,5.9,5.4,-2.8,71.8*,-17.3,-0.1,-0.2
CC(C)C(=O)N1CCC1(C)C(=O)NCc1ccc(C(C)(C)C)cc1 (stereo not drawn),-2.1,-9.8,1.8,-4.9,nt,-12.9,0.0,0.0
CCOC1=C2[C@H](c3ccc(CC)cc3)N(S(=O)(=O)c3ccc(C)cc3)C[C@H]2n2c(=O)n(-c3ccccc3)c(=O)n2C1,-6.0,-2.4,0.0,-4.5,nt,7.5,-0.2,-0.1
CC(C)c1nc(SCC(=O)N2CC(=O)Nc3ccccc32)c2ccccc2n1,0.9,14.3,1.6,0.6,31.6,-6.4,0.0,-3.8
O=C(c1cccs1)c1coc2ccc(O)c(CN3CCOCC3)c12,9.5,nt,2.1,nt,65.4*,8.7,nt,nt
COc1cccc(OCC(O)CN2CCN(C(c3ccccc3)c3ccccc3)CC2)c1 (stereo not drawn),-18.8,-7.0,2.9,-0.2,-10.6,-16.4,0.0,nt

# Compound activity as filed in PubChem BioAssay.
